Source: PubChem BioAssay (Sanford-Burnham Center for Chemical Genomics)
Siah-1 displacement = Siah-1 peptide-binding antagonists, primary screen, biochemical, fluorescence polarization, rhodamine-plectin, uHTS (AID 1817); displacement, % at 20 µM, or IC50 in µM where a hit was titrated; Siah-1 / rhodamine-plectin peptide fluorescence polarization; higher % means a stronger effect; 290,000 tested, 0.02% active;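 active = displacement of at least 50% at 20 µM, with a fluorescence ratio check between 0.3 and a set limit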;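 note: plate controls were Siah plus tracer with DMSO for no effect and tracer alone without Siah for full effect; strong numbers were not always called active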
AID2073 = disruptors of CaV2.2 binding to Mint1 – biochemical, HTRF (AID 2073) | inhibition, % at 20 µM, or IC50 in µM where a hit was titrated | HTRF protein-protein interaction, Mint1-CaV2.2; higher % means a stronger effect | 290,000 tested, 0.19% active; in the data active = inhibition mostly above about 51%, no sharp cut-off; inconclusive = no clear call, values can overlap the other calls; inactive = mostly below about 53%; note: some results filed as inactive read as strong as hits
GPR55 LPI antagonism = GPR55 antagonists blocking LPI-driven arrestin recruitment, primary screen, imaging, U2OS, beta-arrestin-GFP, LPI agonist (AID 2013); U2OS GPR55 beta-arrestin-GFP translocation imaging, LPI antagonism; higher % means a stronger effect; inhibition, % at 10 µM; hits with a dose series show IC50 in µM; 290,000 tested, 0.13% active;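 active = spots per cell inhibited over 60%, with over 100 cells counted and total cytoplasm intensity under 500,000; inconclusive = wells with under 100 cells, flagged as likely toxic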;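 note: U2OS cells stably carrying GPR55 and arrestin-GFP stimulated by 5 µM LPI near EC80; imaged beta-arrestin-GFP aggregate spots per cell after agonist stimulation; plate controls were LPI-stimulated DMSO wells for no effect and DMSO wells without LPI for full effect; some results filed as inactive read as strong as hits; confirmed hits need IC50 under 10 µM and bright autofluorescent wells are also inconclusive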
HIV fusion peptide = cell-free HIV fusion peptide-binding blockers – biochemical, uHTS, fluorescence dequenching, primary screen (AID 1986) | 290,000 tested, 0.3% active | inhibition, % at 20 µM, or IC50 in µM where a hit was titrated | cell-free peptide binding, fluorescence dequenching, 30 min; higher % means a stronger effect; in the data active = inhibition mostly above about 52%, no sharp cut-off; inactive = mostly below about 76%; note: some results filed as inactive read as strong as hits
NOD1 NF-kB reporter = inhibition of NOD1-driven NF-kB reporter – cell-based, luminescence, uHTS, primary screen (AID 1578). NOD1-driven NF-kB luciferase reporter cells, luminescence; higher % means a stronger effect. inhibition, % at 4 µM, or EC50 in µM where a hit was titrated. 290,000 tested, 1% active; in the data active = inhibition mostly above about 36%, no sharp cut-off; inactive = mostly below about 34%;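 note: HEK-293T reporter cells stimulated with the NOD1 agonist gamma-tri-DAP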
KOR beta-arrestin-1 = kappa opioid receptor activators – cell-based, luminescence, uHTS, primary screen (AID 1777). KOR beta-arrestin recruitment, luminescence; higher % means a stronger effect. activation, % at 10 µM; hits with a dose series show EC50 in µM. 280,000 tested, 0.02% active; in the data active = activation above about 50%, passing the limit was not always enough; note: a part of the inactive calls stands beside numbers as strong as those of hits
GPR55 activation = selective activators of receptor GPR55 – imaging, U2OS cells, beta-arrestin-GFP redistribution, primary screen (AID 1961); 290,000 tested, 0.048% active; one-dose activation, % at 10 µM; EC50 in µM for titrated hits; U2OS GPR55 beta-arrestin-GFP redistribution imaging; higher % means a stronger effect;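 active = activation above 40% with more than 50 cells counted in the well; inconclusive = wells holding fewer than 50 cells, flagged as toxic or sparse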;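 note: U2OS osteosarcoma cells stably expressing GPR55 and beta-arrestin-GFP; plate controls were DMSO negative control for no effect and LPI positive control for full effect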
KOR beta-arrestin-2 = kappa opioid receptor blockers – cell-based, luminescence, uHTS (AID 1778). one-dose inhibition, % at 10 µM; IC50 in µM for titrated hits. KOR beta-arrestin recruitment, luminescence, antagonist mode; higher % means a stronger effect. 290,000 tested, 0.091% active; in the data active = inhibition above about 50%; note: strong numbers were not always called active
GPR35 arrestin U2OS = inhibition of zaprinast-stimulated GPR35 beta-arrestin translocation – imaging, U2OS, beta-arrestin-GFP, zaprinast agonist, primary screen (AID 2058); U2OS GPR35 beta-arrestin-GFP translocation imaging, zaprinast antagonism; higher % means a stronger effect; inhibition, % at 10 µM, or IC50 in µM where a hit was titrated; 290,000 tested, 0.052% active;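 active = inhibition of at least 50% with at least 30 cells and total cytoplasm GFP at most 10,000,000; inconclusive = under 30 cells or total GFP of 10,000,000 plus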
Numbers without * were called inactive; u = inconclusive; x = not tested or not shown; [ ] = dose if it differs, or a comment. A portion of the library; rates above refer to the full screens.

Structure | Siah-1 displacement | AID2073 | GPR55 LPI antagonism | HIV fusion peptide | NOD1 NF-kB reporter | KOR beta-arrestin-1 | GPR55 activation | KOR beta-arrestin-2 | GPR35 arrestin U2OS
Cc1ccc(N(CC(=O)NC2CCCC2)C(=O)CCCC(=O)Nc2ccccn2)cc1C | 3% | 4% | 14% | -2.1% | -7% | -0.3% | -0.1% | 30% | -5%
O=C(Nc1ccc2c(c1)CCC2)c1c(F)cccc1Cl | 2% | -7% | 11% | 0.7% | -58% | -6.8% | 0.5% | -21% | 12%
COc1ccc2nc3cc(Cl)ccc3c(Nc3cc(CN4CCCC4)c(O)c(CN4CCCC4)c3)c2n1 | 0% | u | 14% | -5.8% | 9% | -3.6% | -0.1% | 13%[20 µM] | 14%
CCCC(=O)NC(c1cccs1)c1cc(Cl)c2cccnc2c1O (configuration not stated) | -4% | 14% | 5% | -3.8% | 55%* | -3.0% | 0.6% | 24% | 0%
Cc1ccc(C(=O)Nc2ccccc2N2CCN(C(=O)C(C)C)CC2)cc1C | -1% | 0% | 9% | -1.8% | -3% | -0.8% | -0.4% | -24% | 19%
CCCn1c(SCC(=O)Nc2ccc3c(c2)CCC3)n[nH]c1=O | -4% | -3% | -3% | -0.1% | -23% | 9.7% | 0.1% | -45% | -4%
NC(=O)C1(NC(=O)[C@@H]2CC3(CC(c4cccc(NC(=O)[C@@H]5CCC(=O)N5)c4)=NO3)CN2C(=O)c2ccccc2)CC1 (some centres not stated) | 0% | 26% | 16% | -1.8% | -13% | -2.4% | -0.1% | 1% | 10%
CC1(c2ccc(OC(F)F)cc2)NC(=O)N(CC(=O)Nc2ccccc2)C1=O (configuration not stated) | -8% | 8% | 1% | -0.2% | -56% | 4.2% | 0.0% | -21% | 7%
COc1ccc(N=C2C(=O)Nc3ccccc32)cc1 | 2% | -9% | 0% | 4.7% | -53% | -3.8% | -0.2% | -25% | 8%
CC(=O)O[C@@H]1[C@H]2[C@@H](C[C@@H](C)[C@@H]3CCC(=O)[C@@]13C)OC(=O)[C@@H]2C | 2% | 9% | 7% | 0.4% | 2% | -3.8% | -0.1% | 18% | -8%
CCS(=O)(=O)Nc1cc(C(=O)O)ccc1C | 8% | -4% | 6% | -0.7% | -45% | -9.9% | 0.4% | -12% | 12%
Cc1ccc(S(=O)c2ccc(NC(=O)C3CC3)cc2C#N)cc1 (configuration not stated) | 0% | 3% | -2% | 0.3% | 22% | -1.4% | -1.1% | 2% | -12%
O=C(Cn1nnc2ccccc21)c1ccc(Br)cc1 | 2% | 4% | 11% | -0.9% | -6% | 1.3% | 0.7% | 3% | -1%
Cn1ccnc1SCC(=O)Nc1ccc([N+](=O)[O-])cn1 | 8% | 8% | -2% | 0.0% | -35% | -0.6% | 0.0% | -20% | -4%
O=C(Cn1ncc2c([nH]c3ccccc32)c1=O)Nc1ccc(F)cc1F | -2% | 28% | -6% | 2.1% | -5% | -3.6% | 0.2% | -28% | 5%
C/C(=N/NC(=O)CNc1ccc(Cl)cc1C)c1ccc(C)cc1 | 7% | 26% | 12% | -1.4% | -14% | 40% | -0.2% | -82% | -6%
COC(=O)c1ccc2c(=O)n(CCN3CCOCC3)c(SCC(=O)Nc3ccccc3Cl)nc2c1 | 8% | 6% | 9% | 2.5% | 1% | -4.0% | 1.0% | 8% | 9%
CCOc1ccccc1NC(=O)C(OC(=O)c1ccccc1NS(=O)(=O)c1cccs1)c1ccccc1 (configuration not stated) | -2% | 10% | 10% | 2.5% | -5% | 4.7% | -0.1% | 24% | -3%
Cc1ccc(S(=O)(=O)NCC(=O)NCC2CCCCC2)cc1C | 2% | 6% | 13% | 0.7% | -25% | -3.3% | -0.1% | -16% | -6%
COc1ccc(C2SCC(C(=O)O)N2C(C)=O)cc1 (configuration not stated) | 1% | -1% | 4% | 3.0% | -8% | -1.8% | -0.1% | 17% | -4%
CC(C)(C)c1ccc(C(=O)NNc2ncccc2-n2cccc2)cc1 | -1% | 3% | 2% | 0.7% | -6% | -3.6% | 0.2% | 5% | 0%
Clc1ccc(C2[C@H]3CN(CC4CCCCC4)[C@H](c4ccccc4)C34CC2(c2cccnc2)C4)cn1 (some centres not stated) | -4% | 7% | 17% | 1.3% | 5% | 1.7% | -0.1% | 19% | -14%
CCn1c(SCC(=O)NCc2cccs2)nc2c1c(=O)n(C)c(=O)n2C | 0% | 1% | 4% | 0.6% | 9% | 6.5% | -0.3% | 12% | -15%
COc1ccccc1C(=O)Nc1cccc2c1CCCC2 | 11% | -1% | 10% | 0.2% | -13% | 1.5% | -0.2% | -5% | -3%
O=C(COc1ccccc1)N1CCN=C1SCc1ccccc1 | 0% | -4% | 0% | 1.5% | -27% | 2.2% | -0.5% | 8% | -22%
Cc1oc(C(C)(C)C)cc1C(=O)NC(Cc1ccccc1)C(=O)O (configuration not stated) | -2% | 29% | 5% | 0.6% | -22% | x | -0.1% | -22%[20 µM] | 22%
O=C(Nc1ccccc1)NC1CS(=O)(=O)CC1O (configuration not stated) | 4% | -2% | -10% | -0.5% | -16% | 0.1% | 0.6% | 21% | 1%
OC(COc1cccc2ccccc12)CN1CCCC1 (configuration not stated) | 3% | -6% | -5% | -0.2% | 8% | 6.2% | 0.2% | -24% | 2%
COC(=O)CC1COc2ccccc2N1S(=O)(=O)c1ccc(Br)cc1 (configuration not stated) | 8% | 10% | -8% | -1.6% | -6% | -2.5% | 0.0% | -21% | 7%
Cc1ccc(-n2c(SCC(N)=O)nc3c([nH]c4ccccc43)c2=O)cc1 | 6% | -4% | 5% | -1.9% | -14% | -5.6% | -0.1% | 14% | -10%

Part of the list above, reduced to GPR55 LPI antagonism and GPR55 activation:
smiles	GPR55 LPI antagonism	GPR55 activation
O=C(COc1ccccc1)N1CCN=C1SCc1ccccc1	0%	-0.5%
Cc1oc(C(C)(C)C)cc1C(=O)NC(Cc1ccccc1)C(=O)O (configuration not stated)	5%	-0.1%

The list goes on:
Structure | Siah-1 displacement | AID2073 | GPR55 LPI antagonism | HIV fusion peptide | NOD1 NF-kB reporter | KOR beta-arrestin-1 | GPR55 activation | KOR beta-arrestin-2 | GPR35 arrestin U2OS
COc1ccc(CCNC(=O)CCS(=O)(=O)c2ccc3c(c2)oc(=O)n3C)cc1OC | 3% | 11% | 6% | -0.3% | -26% | -3.5% | -0.2% | 27% | -7%
CC(C)OCCCNC(=O)Cn1ccc2cc(S(=O)(=O)N3CCCCCC3)ccc21 | 0% | 15% | 3% | 1.0% | -1% | -1.4% | -0.2% | -18% | -10%
C=CCC(=O)NC(C)c1cnn(-c2ccccc2C)c1C (configuration not stated) | 4% | -5% | 5% | -1.4% | -15% | x | 0.5% | -30%[20 µM] | 4%
Cn1c(O)c(N=NC(=O)CNC(=O)c2ccccc2)c2ccccc21 | -8% | 2% | 5% | -1.2% | 0% | -4.5% | 0.2% | 22% | 3%
COc1cc2c(cc1NC(=O)c1ccc(C)c([N+](=O)[O-])c1)oc1ccccc12 | 11% | 2% | -10% | 1.3% | -18% | 38% | 0.1% | -121% | 3%
COC(=O)c1c(C)oc(C)c1S(=O)(=O)NCc1ccc(OC)cc1 | 8% | 7% | -4% | -1.0% | -4% | 6.9% | 0.0% | 27% | 3%
COc1ccc(C(CNC(=O)c2cc(SC)ccc2Cl)N(C)C)cc1 (configuration not stated) | 3% | 8% | 2% | 0.2% | -13% | -1.2% | -0.1% | 26% | -17%
Cc1ccc(CN2CCC(CO)(CC3CCCCO3)CC2)o1 (configuration not stated) | 14% | -8% | 13% | -0.5% | -22% | 4.5% | 0.0% | -2%[20 µM] | -1%
CON/C=C(\C=Nc1ccc(F)cc1)c1ncc(C(F)(F)F)cc1Cl | 0% | 27% | 4% | 0.5% | 21% | 0.0% | -0.3% | -35% | -4%
COc1ccc(S(=O)(=O)N2CCC(C(=O)N3CCOCC3)CC2)cc1OC | 4% | -6% | x | -0.8% | 6% | -10% | 0.2% | 1% | -3%
Cc1ccc(NC(=O)CC2SC(=O)N(c3ccccc3)C2=O)cc1 (configuration not stated) | 2% | 3% | -7% | 18% | -25% | -0.7% | -0.2% | -5% | -11%
Cc1ccc(S(=O)(=O)N2CCC(C(=O)N3CCC(C(=O)NCc4cccnc4)CC3)CC2)cc1 | -3% | 5% | 6% | 1.3% | -20% | 1.7% | -0.1% | 28% | -2%
C[n+]1ccc(C(=O)NCCC[N+](C)(C)C)cc1/C=N/O | 6% | 3% | 14% | 1.8% | -30% | x | 0.2% | -32%[20 µM] | 9%
CCn1c(SCCC(=O)Nc2ccccc2)nnc1-c1ccc(OC)cc1 | -3% | 13% | 9% | 2.1% | -28% | 4.5% | 0.3% | -6% | 0%
COc1ccc(NC(=O)C2CCC(N3C(=O)C4CCCCC4C3=O)CC2)cc1 (configuration not stated) | 5% | 6% | 3% | -1.8% | -37% | -2.5% | 0.3% | -9% | -11%
CN(CCO)CC(O)Cn1cnc2c1c(=O)n(C)c(=O)n2C (configuration not stated) (tested in a mixture with another compound) | 0% | 8% | 0% | 2.3% | -28% | -0.5% | 0.2% | -23% | 0%
Cc1ccccc1Nc1ncccc1C(=O)N1CCOCC1 | 0% | -2% | 3% | -0.2% | 1% | 7.6% | 0.9% | -24% | -6%
CC(=O)Nc1ccc(S(=O)(=O)NCCCN2CCOCC2)cc1 | -4% | -3% | -8% | 0.0% | -21% | -1.4% | 0.3% | -8% | -11%
C/C(=N\O)C(C)(C)Nc1ccc(F)cc1 | -5% | -5% | 4% | -2.3% | 15% | 9.1% | 0.3% | -19% | 5%
Cn1c(CCNS(=O)(=O)c2ccccc2)nc2cc([N+](=O)[O-])ccc21 | 1% | 2% | -12% | 1.8% | 3% | 3.3% | -0.1% | -43% | 0%
C=CCSc1nc(N)c2c(C)c(C)sc2n1 | 0% | -6% | -13% | 1.3% | -15% | -10% | -0.2% | -4% | 3%
COc1ccc(Oc2ncnc3sccc23)cc1 | 7% | -5% | 5% | 0.9% | -29% | -0.7% | -0.2% | 4% | -9%
Cn1c(=O)c2c(ncn2CC(=O)N2CCN(c3cccc(Cl)c3)CC2)n(C)c1=O | 1% | 1% | 10% | 2.2% | -3% | x | -0.2% | x | -4%
COc1ccc(-c2cc(C(=O)NCC3CCCO3)c3cc(C(C)C)ccc3n2)cc1 (configuration not stated) | 2% | 38% | 13% | 0.2% | -2% | 6.7% | -0.1% | -17% | -4%
